High-throughput results from PubChem.
Lipid storage S3 = qHTS Assay for Lipid Storage Modulators in Drosophila S3 Cells | 320,000 tested, 0.64% active | Potency in µM for hits, for the others lipid storage change, negative = inhibition, % at the top dose, mostly 46.1 µM | Drosophila S3 cells, BODIPY lipid droplet fluorescence, 18-24 h; cells fed with added oleic acid | AID 2685; active means well fitted inhibition curve with a large enough effect in the signal ratio, with a control signal flat, not every such curve was filed as active; inconclusive means small, poorly fitted or top-dose-only effect, or effect the other way, or a change in a side signal; the % refers to the signal ratio
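Drosophila S3 cells got compounds at several concentrations plus oleic acid (400 uM solution). Laser-scanning cytometry with 488 nm excitation read lipid droplets at 500-530 nm and cells at 575-640 nm. Percent activity was relative to 20 uM Triacsin C.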
Lipid storage S3 cell count max = also measured in Lipid storage S3; calls as there; cell number change, %; measured here: cell count max response;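 cells counted by Cell Tracker Red CMTPX staining in the red channel; peak over a dose series mostly up to 46.1 µM; percent activity relative to internal control wells on each plate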
An asterisk follows results filed as active; i = inactive; ? = inconclusive; · = not tested or not shown; [ ] = another dose, or the depositor's remark. On the % scale 0 is the no-effect control and ±100 the full control effect; potency means the concentration at half of the fitted maximal effect.

Lipid storage S3 | Lipid storage S3 cell count max | compound
? | · | O=C(Nc1nc2cc3c(cc2s1)OCO3)C1=COCCO1
-11% | -12 | COC(=O)c1ccccc1NC(=O)N1CCN(c2ccccc2)CC1
14% | -6 | O=S(=O)(c1ccc(F)cc1F)N1CCCN(c2ccc(C(F)(F)F)cn2)CC1
? | · | COc1cc2c(C(=O)N3CCN(c4cccc(Cl)c4)CC3)cn(CC(C)C)c(=O)c2cc1OC
? | · | CCOc1ccccc1OCCOc1ccc(F)cc1
? | · | CCc1ccccc1NC(=O)CN1C(=O)C2CCCN2c2ncc(Cl)cc21 (centres undefined)
8% | -3 | O=C(Nc1cccc(Cl)c1)Nc1ccccc1-n1ccnc1
? | · | CCC1(c2ccccc2)NC(=O)N(CC(=O)Nc2cc(S(=O)(=O)N3CCCCC3)ccc2N(C)C)C1=O (centres undefined)
? | · | COc1ccc(-c2cc(C(=O)NC3CCCC3)no2)cc1OC
? | · | O=c1[nH]c(CSc2ncnc3sccc23)nc2ccccc12
19% | -30 | CC(NC(=O)Cn1cc2c(n1)CCCCC2)c1ccccc1 (centres undefined)
4% | -12 | O=C(O)c1cc(N2N=C(C(F)(F)F)/C(=C/C=C/c3ccco3)C2=O)ccc1Cl
? | · | O=C(NCc1ccco1)c1ccc(F)c(S(=O)(=O)N2CCCCC2)c1
? | · | Cc1cnc(C(=O)Nc2cccc3cccnc23)cn1
? | · | CCn1c(C)cc(/C=C2/SC(=S)N(CC(=O)O)C2=O)c1C
0% | 3 | COC(=O)CN1C(C)=Nc2ccc(C)cc2C1c1ccccc1 (centres undefined)
? | · | Cc1ccc(CNC(=O)N2CCN(C)CC2)cc1
? | · | CCCCNC(=O)c1cc2c(-c3ccc(Cl)cc3)nn(C)c2s1
? | · | CCOc1ccc(N2C(=O)CC(NCCc3c[nH]c4ccccc34)C2=O)cc1 (centres undefined)
i | -16 | O=C1CCCc2[nH]c3cccc(/C(=C/c4ccccc4)c4ccccc4)c3c21
3% | 6 | Cc1c(-c2csc(N)n2)cnn1C
30% | -1 | CC(=O)NCC1CCCN(Cc2cn(-c3ccccc3)nc2-c2ccc3c(c2)OCO3)C1 (centres undefined)
? | · | CCCc1ccc(C(=O)CN2C(=O)C(=O)N(C3CCCC3)C2=O)cc1
1% | 4 | O=C(NO)c1ccc(OC(F)F)cc1
? | · | Cc1ccc(OCC(=O)OC2CCS(=O)(=O)C2)cc1 (centres undefined)
? | · | Cc1ccc(S(=O)(=O)N/N=C/c2cccs2)cc1
-29% | 1 | Cc1onc(-c2ccccc2)c1C(=O)N1CCN(Cc2ccccc2)CC1
-3% | -12 | O=C(CCl)c1ccc2c(c1)CCN2C(=O)C1CCCCC1
1% | 11 | CCN(CC)S(=O)(=O)c1ccc2c(c1)c(C(=O)O)cn2C
? | · | Cc1ccc(C(=O)C(C)OC(=O)CNC(=O)c2ccc(Br)o2)cc1 (centres undefined)
? | · | Cc1nn(CC(=O)NC2CCC(C)CC2)c(C)c1[N+](=O)[O-] (centres undefined)
? | · | O=C(Nc1ccc(Cl)c([N+](=O)[O-])c1)C(NCCCO)c1ccccc1 (centres undefined)
? | · | C=CCOc1ccc(/C(O)=C2\C(=O)C(=O)N(CCCOC)C2c2ccc(O)c(OC)c2)cc1 (centres undefined)
? | · | Cn1c(SCc2c(F)cccc2Cl)nc2ccccc2c1=O
10% | 16 | C=CCNC(=O)CN(CCc1ccccc1)S(=O)(=O)c1ccccc1
? | · | Cc1c(-c2ccc(/C=N/NC(=O)C(=O)Nc3ccccc3F)o2)cccc1[N+](=O)[O-]
16%[9.22 µM] | · | Cc1c(C(=O)NCC2CCCO2)oc2ccc(S(=O)(=O)N3CC(C)CC(C)C3)cc12 (centres undefined)
? | · | CCSc1nnc(NC(=O)C2CCN(S(=O)(=O)c3c(C)c(C)cc(C)c3C)CC2)s1
20% | -11 | Cc1ccc(S(=O)(=O)N(C)C)cc1-n1c(SCC(=O)N(C)C)nc2ccccc2c1=O
? | · | CCOC(=O)c1cc(CC)sc1NC(=O)COc1ccc2c(C)cc(=O)oc2c1
? | · | O=C(Nc1ccc2c(c1)OCO2)C1CCN(C(=O)c2ccc(Cl)cc2)CC1
22% | 2 | CCOc1ccc(NC(=O)CN2C(=O)c3ccccc3C2=O)cc1
22% | 23 | CCOC(=O)c1oc2ccccc2c1COC(=O)CNC(=O)c1cc(OC)c(OC)c(OC)c1
? | · | COc1cc(OC)cc(C(=O)Nc2nc(CC(=O)NC(C)c3ccccc3)cs2)c1 (centres undefined)
-12% | 29 | CCOC(=O)CC(=O)CSC1=C(C#N)C(c2ccccc2OC)CC(=O)N1 (centres undefined)
? | · | COc1ccc(OCCSc2n[nH]c(N)n2)cc1
? | · | NS(=O)(=O)c1cccnc1Nc1cccc(C(F)(F)F)c1
? | · | CCOC(=O)N1CCN(C(=O)c2nn(-c3ccc(C)cc3)c(=O)c3c2c2ccccc2n3C)CC1
-10% | -4 | CC1CC(NC(=O)c2cnc3n(c2=O)CCS3)CC(C)(C)C1 (centres undefined)
? | · | CC(NC(=O)Cc1ccc(F)cc1)c1ccc(F)cc1 (centres undefined)
7% | -10 | Cc1cccc(N2CCN(S(=O)(=O)c3ccc4c(c3)CCCN4C(=O)C3CCC3)CC2C)c1 (centres undefined)
16% | 2 | C=CCc1ccccc1OCC(O)CN1CCN(CCN2C(=O)c3cccc4cccc(c34)C2=O)CC1 (centres undefined)
? | · | O=C(OCC(=O)C12CC3CC(CC(C3)C1)C2)c1cccnc1
? | · | COc1cc(C2/C(=C(\O)c3ccc4c(c3)CC(C)O4)C(=O)C(=O)N2CCN2CCOCC2)cc(OC)c1OC (centres undefined)
? | · | CCC(=O)Nc1nc(C)cc(SCC(=O)OC)n1
i | · | CCCCC(=O)Nc1ccc(C(=O)NCc2ccncc2)cc1
? | · | COCCOC1CCN(C(=O)C2CCC(=O)N(Cc3cccc(F)c3)C2)CC1 (centres undefined)
? | · | CCN(C(=O)COC(=O)c1cccnc1Nc1cccc(C(F)(F)F)c1)C1CCS(=O)(=O)C1 (centres undefined)
? | · | O=C(CN1CCCC1)Nc1ccc([N+](=O)[O-])cc1
? | · | COC(=O)c1c(C)oc2ccc(N(C(=O)c3ccncc3)S(=O)(=O)c3ccc(C)cc3)cc12

(further entries)
Lipid storage S3 | Lipid storage S3 cell count max | compound
? | · | CCOC(=O)c1sc(NC(=O)c2cc(-c3ccccc3)nc3ccccc23)c(C#N)c1C
? | · | FC(F)(F)c1cnc(Oc2cccc3ccccc23)c(Cl)c1
? | · | CCOc1ncccc1C(=O)OCC(=O)Nc1ccc(C)c(S(=O)(=O)N(C)C)c1
? | · | COc1ccc(-c2sc(Nc3ccccc3)n[n+]2-c2ccc(F)cc2)c(C)c1C
? | · | CCCCN1C(=O)CCC(C(=O)O)C1c1ccc(OC)cc1 (centres undefined)
? | · | CC(COc1ccc(C(C)C)cc1)NC(=O)c1ccc(Br)o1 (centres undefined)
9% | -7 | Cc1nn(C)c(C)c1/C=N/NC(=O)CCn1cc([N+](=O)[O-])cn1
? | · | Cc1ccc(CNS(=O)(=O)c2ccc(-c3cnc(C4CC4)o3)cc2)cc1
i | 15 | COC(=O)c1ccc(NC(=O)c2ccc3nccnc3c2)cc1
? | · | COc1ccc(Cc2nnc(NC(=O)c3ccc(OC)c(OC)c3)s2)cc1OC
? | · | O=C1c2ccccc2C(=O)C2OC12 (centres undefined)
i | -3 | COc1ccc(OC)c(N(CC(=O)N2CCCC2)S(=O)(=O)c2ccc(OC)c(OC)c2)c1
? | · | COc1cccc(N2CCN(S(=O)(=O)c3ccc4ccccc4c3)CC2)c1
? | · | O=C(Cc1ccccc1)Nc1cccc(-c2nc3ncccc3o2)c1
? | · | CN(C)CC/C=C1\c2cc(F)ccc2CSc2ccccc21
? | · | CC(CC(=O)NCCc1ccc(S(N)(=O)=O)cc1)c1ccccc1 (centres undefined)
-27% | -13 | CCN(CC)c1ccc(C(=O)c2ccccc2C(=O)O)c(O)c1
? | · | Cc1ccc(CNC(=O)Cn2c(=O)n(CC(=O)N3CCCCC3)c(=O)c3sccc32)cc1
? | · | CCc1nn2c(N3CCOCC3)cc(C)nc2c1-c1ccc(F)cc1
i | -2 | CCOc1cc(C(=O)Nc2ccc(N3CCN(C(C)=O)CC3)cc2)cc(OCC)c1OCC

An excerpt from above in order of formula weight, smallest number first:
Lipid storage S3 | Lipid storage S3 cell count max | compound
i | 15 | COC(=O)c1ccc(NC(=O)c2ccc3nccnc3c2)cc1
-27% | -13 | CCN(CC)c1ccc(C(=O)c2ccccc2C(=O)O)c(O)c1
i | -2 | CCOc1cc(C(=O)Nc2ccc(N3CCN(C(C)=O)CC3)cc2)cc(OCC)c1OCC
i | -3 | COc1ccc(OC)c(N(CC(=O)N2CCCC2)S(=O)(=O)c2ccc(OC)c(OC)c2)c1

The listing continues:
Lipid storage S3 | Lipid storage S3 cell count max | compound
? | · | O=C(Nc1ccc2c(c1)OCCO2)c1ccncc1
-17% | -14 | Cc1c(Cl)cccc1N(Cc1ccc(C(=O)O)cc1)S(=O)(=O)c1ccccc1
? | · | O=C1c2ccccc2C(=O)N1CC1c2ccccc2CCN1S(=O)(=O)c1cnc[nH]1 (centres undefined)
? | · | CC1(C)CC(NC(=O)C23CCC(C)(C(=O)C2=O)C3(C)C)CC(C)(C)N1 (centres undefined)
9% | 4 | CCN(CC)CCCNC(=O)c1cc2c(=O)n(CC)c3ccccc3c2s1
-21% | -1 | CCC(C)C(NC(=O)/C(=C\c1ccccc1)NC(=O)c1ccc(OC)cc1)C(=O)O (centres undefined)
21% | 5 | O=C1[C@@H]2[C@@H]3C[C@@H]([C@H]4ON=C(c5ccc(Cl)cc5)[C@@H]34)[C@@H]2C(=O)N1c1ccc2c(c1)OCO2
0% | 17 | O=C(CN1CCN(Cc2ccccc2Cl)C1=O)N1CCCCCC1
? | · | CC(=O)Nc1cccc(C(=O)OCC(=O)c2ccccc2Cl)c1
? | · | CC(C)(C)c1ccc(-c2noc(CCC(=O)N3CCOCC3)n2)cc1
? | · | Cn1c(=O)c2c(ncn2CC(COCc2ccc(Cl)cc2)OCc2ccc(Cl)cc2)n(C)c1=O (centres undefined)
? | · | Cc1ccccc1Nc1c(-c2cccnc2)nc2cccc(C)n12
2% | 3 | Cn1c(=O)[nH]c(=O)c2c1nc(N1CCN(CCO)CC1)n2CCSc1nc2ccccc2s1
? | · | Nc1cc(=O)nc(SCC(=O)NCc2ccccc2)n1CCc1ccccc1
? | · | CC(=O)Nc1cccc2c1C(=O)NC2=O
? | · | NS(=O)(=O)c1ccc2nc(NC(=O)c3ccc(Br)o3)sc2c1
? | · | O=C(c1cc([N+](=O)[O-])ccc1N1CCOCC1)N1CCN(c2ccccc2)CC1
? | · | COc1ccc2nc(C)cc(SCC(=O)N/N=C/c3c(OC)ccc4ccccc34)c2c1
? | · | NS(=O)(=O)c1ccc(NC(=O)COC(=O)COc2ccc3ccccc3c2)cc1
? | · | Cc1cccc(NC(=O)c2nc[nH]c2C(=O)N[C@@H](Cc2ccccc2)C(=O)OCc2ccccc2)c1

Entries of single compounds, quoted from the list. Screens in order: Lipid storage S3, Lipid storage S3 cell count max
`O=C(c1cc([N+](=O)[O-])ccc1N1CCOCC1)N1CCN(c2ccccc2)CC1` across the screens: ?, ·
`Cc1ccccc1Nc1c(-c2cccnc2)nc2cccc(C)n12` across the screens: ?, ·
`CC(=O)Nc1cccc(C(=O)OCC(=O)c2ccccc2Cl)c1` across the screens: ?, ·
`NS(=O)(=O)c1ccc2nc(NC(=O)c3ccc(Br)o3)sc2c1` across the screens: ?, ·
`O=C(CN1CCN(Cc2ccccc2Cl)C1=O)N1CCCCCC1` across the screens: 0%, 17

The list goes on:
Lipid storage S3 | Lipid storage S3 cell count max | compound
? | · | CC(=O)c1ccc(NC(=O)CC(NCCC2=CCCCC2)C(=O)O)cc1 (centres undefined)
? | · | Cc1ccc(C(=O)N/N=C\C=C\c2ccccc2[N+](=O)[O-])cn1
? | · | CC1CN(Cc2csc(-c3ccc(Cl)cc3)n2)CC(C)O1 (centres undefined)
4% | -6 | O=C(CNC(=S)N(CCCN1CCOCC1)Cc1cccs1)NCCCN1CCOCC1
? | · | OCC(CO)(CO)NCC(O)CN1c2ccccc2Sc2ccccc21 (centres undefined)
i | 1 | CC1(C)CC(=O)c2cc(C(=O)O)c(=O)n(-c3ccccc3)c2C1
-20% | -5 | O=C1NC(=O)/C(=C/C(=O)N2CCOCC2)S1
? | · | COc1cc2c(cc1OC)CN(CC(=O)Nc1ccc(S(=O)(=O)N(C)C)cc1)CC2
? | · | O=C(O)CCCc1ccc2c(c1)CCc1ccccc1-2

Of the compounds above, these have a cyano group.
Lipid storage S3 | Lipid storage S3 cell count max | compound
-12% | 29 | CCOC(=O)CC(=O)CSC1=C(C#N)C(c2ccccc2OC)CC(=O)N1 (centres undefined)
? | · | CCOC(=O)c1sc(NC(=O)c2cc(-c3ccccc3)nc3ccccc23)c(C#N)c1C

Reformatted as tab-separated lines: 3 of the compounds above
smiles	Lipid storage S3	Lipid storage S3 cell count max
CCC(=O)Nc1nc(C)cc(SCC(=O)OC)n1	?	·
CCc1ccccc1NC(=O)CN1C(=O)C2CCCN2c2ncc(Cl)cc21 (centres undefined)	?	·
COC(=O)c1ccc(NC(=O)c2ccc3nccnc3c2)cc1	i	15

This is a subset (hit frequency here may not be typical).
